Bioassay records deposited in PubChem by several laboratories.
Rad51 HR inh – blocks human Rad51 in homologous recombination | hRad51 DNA strand exchange, fluorescence dequenching | 200,000 compounds, 0.085% hits | inhibition, % at 10 µM | Q06609;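 active = inhibition above 40% at the single screening dose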;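 also: 0% = DMSO control wells and 100% = blanks with heterologous ssDNA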
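Read-out basis: percent inhibition relative to plate controls and blanks / Assay system: human Rad51 nucleoprotein filaments preassembled on unlabelled ssDNA / Timing: filaments 15 min 37 °C, then compound 30 min / Control set: per-plate controls and blanks / Technique: fluorescence dequenching at 485/520 nm / Compound: 10 µM final, single point / Also added: Fluorescein- and BHQ1-tagged 47-mer duplex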
eIF4E-4G inh – eIF4E/eIF4G interaction inhibition in translation initiation; inhibition, % at 21.7 µM; TR-FRET eIF4E-eIF4GI(517-606) binding, 2 h; 220,000 compounds, 0.37% hits; P63073+Q04637; AID 782;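 active = inhibition above about 30%, limit read from the data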;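 also: 0% = full FRET control wells and 100% = background wells lacking eIF4GI fragment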
EP2 modulator – modulators of human EP2 prostaglandin E2 receptor. P43116. EP2-expressing cells, cAMP HTRF FRET, PGE2 co-stimulation. induction, % at 25 µM. 260,000 compounds, 0.83% hits. AID 940;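 active = compounds whose cAMP rise, as percent of the full-agonist control response, exceeds 60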;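 also: rat C6 glioma line stably carrying human EP2 under a CMV promoter; the protocol text gives 20 µM as final concentration; 100% = response of wells given 1 µM PGE2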
m-calpain inh – calpain II (pig) inhibition; purified calpain II, fluorogenic peptide substrate, 30 min; inhibition, % at 16 µM; 220,000 compounds, 0.37% hits; AID 1236;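 active = inhibition above about 50%, limit read from the data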
EP2 antag – blocks the human prostaglandin E2 receptor EP2; AID 1422; inhibition, % at 25 µM; C6 glioma cells expressing human EP2, cAMP TR-FRET; cells stimulated with saturating PGE2; 260,000 compounds, 0.52% hits;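 active = percent inhibition above 40 after rounding to a whole number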;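 also: rat C6 glioma host cells with rolipram phosphodiesterase inhibitor present; the protocol text gives 20 µM as final concentration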
L929 necroptosis – blocks zVAD induced death of L929 cells. L929 zVAD necroptosis rescue, ATP luminescence, 24 h; with zVAD 60 µM. viability rescue, % at 10 µM. 220,000 compounds, 0.38% hits. AID 1377;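 active = activation, scaled between plate controls, above about 75%, limit read from the data; inactive = activation under that limit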;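 also: 0% = zVAD with DMSO and 100% = DMSO alone without zVAD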
Hck Nef HTS – inhibitors of human Hck kinase activated by Nef | P08631 | Recombinant Hck-YEEI plus Nef, Z-Lyte FRET kinase assay | inhibition, % at 20 µM | 220,000 compounds, 0.68% hits | AID 463187;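 active = Hck-Nef kinase inhibition above about 50%, limit read from the data; inactive = inhibition below that limit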;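 also: 0% = DMSO with Hck plus Nef and 100% = Hck alone without Nef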
Target sequence (P08631 whole entry, looked up): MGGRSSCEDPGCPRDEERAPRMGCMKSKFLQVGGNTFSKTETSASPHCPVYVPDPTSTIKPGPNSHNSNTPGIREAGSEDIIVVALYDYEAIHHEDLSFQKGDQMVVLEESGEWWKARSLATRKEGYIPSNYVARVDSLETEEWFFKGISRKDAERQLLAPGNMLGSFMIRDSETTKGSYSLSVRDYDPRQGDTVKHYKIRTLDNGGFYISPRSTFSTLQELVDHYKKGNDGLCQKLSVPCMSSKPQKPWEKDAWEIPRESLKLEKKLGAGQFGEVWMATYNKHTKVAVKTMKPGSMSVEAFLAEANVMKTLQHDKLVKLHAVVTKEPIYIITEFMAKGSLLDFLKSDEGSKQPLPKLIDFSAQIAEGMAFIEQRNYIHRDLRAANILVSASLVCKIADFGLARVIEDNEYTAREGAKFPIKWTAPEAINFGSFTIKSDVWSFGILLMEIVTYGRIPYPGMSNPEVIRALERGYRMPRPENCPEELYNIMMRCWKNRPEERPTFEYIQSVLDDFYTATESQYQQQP
TbHK1 inh – blocks Trypanosoma brucei hexokinase 1 activity; recombinant TbHK1, G6PDH-coupled NADH A340; AID 1430; 220,000 compounds, 0.11% hits; inhibition, % at 10 µM;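 active = inhibition of 50% or more in the single-dose primary screen; inactive = inhibition below 50%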
14-3-3 Bad PPI – disrupts binding of bovine 14-3-3 zeta to phospho-Bad peptide; 220,000 compounds, 0.71% hits; TR-FRET 14-3-3zeta/Dy647-pBad peptide displacement, 1 h; AID 781; inhibition, % at 21.7 µM;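 active = inhibition above about 70%, limit read from the data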;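 also: 0% = full 14-3-3 plus peptide FRET controls and 100% = background without 14-3-3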
Target sequence (P63103 whole entry, looked up): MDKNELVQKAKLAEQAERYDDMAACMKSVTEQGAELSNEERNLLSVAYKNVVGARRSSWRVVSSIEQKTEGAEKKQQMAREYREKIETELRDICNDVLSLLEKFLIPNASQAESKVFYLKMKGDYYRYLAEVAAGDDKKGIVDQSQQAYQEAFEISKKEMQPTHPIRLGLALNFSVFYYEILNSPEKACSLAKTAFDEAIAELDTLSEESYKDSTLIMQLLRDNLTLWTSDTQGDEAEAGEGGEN
* hit, by the source's call; · = not tested or not shown; & = joins results of further samples; [ ] = remark or other dose. Not all compounds are listed; the hit share may differ from the screen's.

SMILES | Rad51 HR inh | eIF4E-4G inh | EP2 modulator | m-calpain inh | EP2 antag | L929 necroptosis | Hck Nef HTS | TbHK1 inh | 14-3-3 Bad PPI
COc1ccc(S(=O)(=O)Nc2ccccc2OC)cc1C | -2 | -6[fluorescence artefact?] | 7 | 16 | 2 | -0.9 | 9 | 5 | -1
CCOc1cccc(OCCCOc2cccc3cccnc23)c1 | -8 | 0[fluorescence artefact?] | -7 | 17 | 3 | 0.2 | -3 | -2 | 3
CCCCCCC1CC(C)(/C(C)=N/NC(N)=O)OC1=O (stereo not given) | -1 | -6 | -20 | 10 | 7 | -0.1 | 2 | -2 | 9
O=C(O)CCCC(=O)NCCCc1ccccc1 | -11 | 9 | -6 | 2 | 13 | 0.0 | 1 | -4 | -4
O=C(CNC(=O)c1ccccc1)N/N=C/c1cccs1 | -32 | 0 | 7 | -2 | 1 | 4.8 | 14 | -18 | -13
COc1ccc(-c2c(C)nn3c(-c4ccccc4)cc(C)nc23)cc1 | -1 | -4 | 25 | 28 | 12 | 7.0 | -24 | 8 | 3
CCN(CC)S(=O)(=O)c1ccc(Cl)c(C(=O)NC(C)C(c2cccs2)N2CCCC2)c1 (stereo not given) | -5 | 1 | 19 | -13 | 5 | -2.3 | 0 | -7 | -19
Cc1ccccc1NC(=S)Nc1ccccn1 | 8 | 2 | 13 | 14 | 7 | 1.2 | 11 | -9 | 0
COc1cc(NS(=O)(=O)c2cc(C)ccc2OC)c(OC)cc1Cl | 3 | 8 | 15 | 11 | 14 | -0.5 | 7 | 4 | -7
S=c1cnc2ccccc2[nH]1 | 5 | 0 | -5 | 7 | 6 | 2.4 | 2 | -3 | 17
CCCNC(=O)CN(c1ccccc1)S(=O)(=O)c1ccc(OC)c(OC)c1 | -4 | 3[fluorescence artefact?] | 14 | -3 | 12 | -0.3 | 7 | 4 | 1
COc1ccc(C(=O)NCc2nnc(SCC(=O)Nc3nnc(C)s3)o2)cc1OC | 32 | -1 | 8 | -32 | 9 | 0.2 | 2 | -6 | -8
O=[N+]([O-])c1ccc(NC(=S)N2CCN(c3ccc(F)cc3)CC2)cc1 | · | -4 | -64 | -22 | · | 0.9 | 0 | 2 | 3
CCCNC(=O)c1cc2cc([N+](=O)[O-])ccc2s1 | 15 | 4 | -46 | 9 | 6 | 0.8 | 8 | -3 | -5
O=C(CN1CCC(O)(c2ccccc2)CC1)Nc1ccc2c(c1)OCCO2 | 2 | -2 | -1 | -23 | -4 | 2.4 | -5 | -3 | -4
CCOc1ccc2[nH]cc(C(=O)O)c(=O)c2c1 | -1 | -15 | 12 | 11 | 10 | -0.3 | -1 | 2 | -2
COc1ccccc1CNC(=O)COC(=O)c1cc(C)oc1C | · | 3 | 20 | -6 | 6 | 0.3 | 6 | -11 | -3
COc1ccc2[nH]c3c(=O)n(CCN4CCOCC4)cnc3c2c1 | 2 | 0 | -1 | -184 | 11 | 0.1 | 15 | -15 | -7
CSCCC1NC(=O)N(CC(=O)N2N=C(c3ccc(Cl)cc3)CC2c2ccco2)C1=O (stereo not given) | 13 | 0 | 0 | -44 | 5 | -0.1 | 22 | -13 | -12
COc1cc(C(=O)Nc2sc(C(=O)N3CCOCC3)c(C)c2C#N)cc(OC)c1OC | · | 4 | 17&6 | -6 | 8 | -0.1 | -15 | 9 | 6
O=C(CN(C1CCCCC1)S(=O)(=O)c1ccc(Cl)cc1)NCc1cccnc1 | -2 | -5 | 43 | -15 | 3 | 0.1 | 10 | 8 | -2[fluorescence artefact?]
CN(C)CCCN=Cc1c(-c2ccccc2)[nH]n(-c2nc3ccccc3s2)c1=O | 2 | -2 | -86 | -45 | 9 | 1.9 | 18 | -2 | -24
CC(C)OC(=O)CSc1nc(N)c(C#N)c(-c2ccco2)c1C#N | -10 | -37[fluorescence artefact?] | 37 | -57 | 33 | -0.2 | -1 | -12 | -36[fluorescence artefact?]
CCOc1cc(-c2c(C)c(C)nc(N)c2C#N)ccc1O | 10 | 0 | 16 | -8 | 15 | 0.6 | 3 | -9 | -3
Cc1c(CCC(=O)O)c(=O)oc2c(C)c(OCc3cc4c(cc3Cl)OCO4)ccc12 | 14 | -14 | 13 | 9 | 8 | 0.9 | -43 | -12 | -5
O=C(c1ccc(F)cc1F)N(Cc1ccccn1)Cc1ccco1 | -2 | -1 | 12 | -28 | 2 | 0.2 | 0 | 5 | 67
O=C1SC(c2ccccc2)=N/C1=C/c1ccco1 | 0 | -2 | 10 | -31 | 26 | 1.5 | 9 | -5 | 2
Cc1cc(C)c2c(=O)n(CC(=O)NC3CCCC3)sc2n1 | · | 6 | -51 | -9 | 118* | 0.9 | -141 | -6 | -2
CC#CCCCC(=O)Nc1cc(OC)nc(OC)n1 | 1 | -5 | 10 | 7 | 4 | 1.4 | 1 | -4 | -1
O=C(Nc1cccc(F)c1)c1ccc(S(=O)(=O)N2CCCC2)cc1 | -3 | 0 | -19 | -14 | 11 | 12 | 0 | -3 | 0
Cn1c(-c2cccc(Br)c2)cnc1NCc1cccnc1 | -8 | -2 | 4 | 0 | 5 | 1.6 | 0 | 6 | 19
O=C(NNS(=O)(=O)c1ccccc1)c1cccs1 | 0 | -5 | -10&10 | -12 | 10&11 | 1.1 | 1 | -1 | -5
COc1cc(/C=N/NC(=S)Nc2cccnc2)cc(OC)c1O | -1 | 3 | -22 | -4 | 3 | 0.5 | 0 | -44 | 0
Cc1ccc(S(=O)(=O)NC(C)(C)CSc2nnc(N)s2)cc1 | 17 | -2 | 15 | 26 | 13 | -0.2 | -11 | 10 | 5
Nc1nc(-c2ccccc2)c(-c2ccccc2)s1 | -2 | 0 | 38 | 2 | 8 | 0.3 | -1 | 3 | 64
CC(=O)c1ccc(NC(=O)CO/N=C(\C)c2cccs2)cc1 | 8 | 0 | -24 | -1 | 7 | 0.7 | 3 | 5 | -10[fluorescence artefact?]
O=C(Cc1ccc(Cl)cc1)Nc1cccc(S(=O)(=O)Nc2ccccc2F)c1 | -5 | 0[fluorescence artefact?] | 13 | -28 | 9 | 1.5 | -2 | 20 | -14
CCCCNC(=O)COC(=O)CCC(=O)c1ccc(F)cc1 | 0 | -1[fluorescence artefact?] | 9 | -15 | 7 | 0.4 | 9 | -5 | 3
NC(=O)NCc1cccnc1 | -23 | 2 | -6 | -1 | 6 | 3.3 | -6 | -1 | -8
CCOC(=O)c1c(C)[nH]c(C(=O)COC(=O)C23CC4CC(CC(Cl)(C4)C2)C3)c1C | -3 | 4 | -2 | 47 | 4 | 0.3 | -2 | -11 | 18
CCC(C)c1ccc(OCC(=O)Nc2ccc3[nH]c(=O)[nH]c3c2)cc1 (stereo not given) | -10 | 7 | 24 | 18 | 5 | 78* | 0 | -5 | 7
Cc1ccccc1OCCSc1nnc(-c2cccnc2)n1N | -3 | -5 | 10 | -9 | 10 | -0.8 | 0 | -8 | -3
CCOC(=O)CS(=O)(=O)c1nc(-c2ccc(F)cc2)cc(C(F)(F)F)n1 | -7 | 0 | -17 | -5 | 31 | 1.9 | 10 | -2 | 4
Cc1ccc(S(=O)(=O)N/N=C/c2ccc(O)c(O)c2)cc1[N+](=O)[O-] | 13 | 1 | 28 | -16 | 5 | 0.6 | 21 | -16 | -10
O=S(=O)(c1cccs1)N1CCN(c2ccccn2)CC1 | 5 | -1 | 8 | -7 | 12 | -0.3 | -1 | 3 | 0
O=C(CN1C(=O)CSC1=O)Nc1ccc(N2CCOCC2)cc1 | · | 2[fluorescence artefact?] | 6&-36 | -9 | 8 | 0.7 | 2 | 5 | 3
CCOC(=O)c1c(N)sn(-c2ccccc2C)c1=S | 3 | 18 | -8 | -11 | 3 | 0.3 | 2 | -13 | 8
Cc1nc(CS(=O)(=O)c2ccccn2)sc1C(=O)NNC(=O)c1ccc(Cl)cc1 | · | 2 | 6 | -12 | 2 | 1.2 | 14 | -24 | 3
O=C(c1ccc(F)cc1)N(NC(=O)C(O)(c1ccccc1)c1ccccc1)c1ccccc1 | -2 | -3 | 20 | 16 | 11 | 1.1 | -1 | 29 | 7[fluorescence artefact?]
Cc1cc(NC(=O)Cc2ccccc2)no1 | · | -1[fluorescence artefact?] | 26 | 13 | 8 | · | -8 | 1 | 12[fluorescence artefact?]

Following part:
SMILES | Rad51 HR inh | eIF4E-4G inh | EP2 modulator | m-calpain inh | EP2 antag | L929 necroptosis | Hck Nef HTS | TbHK1 inh | 14-3-3 Bad PPI
Cn1c(C(=O)OC(C(=O)NC2CCCCC2)c2ccccn2)cc2sccc21 (stereo not given) | -2 | 2 | -11&-57 | -37 | 9&13 | 0.4 | 0 | -2 | -7
Cc1cc(N2CCOCC2)nc2ccc(NC(=O)CCC(=O)N3CCC(C)CC3)cc12 | -2 | 5 | 14 | -399 | 5 | 4.2 | 5 | -27 | 24
CN(c1ccc(C(=O)NCC2CCCO2)cc1)S(C)(=O)=O (stereo not given) | 6 | 0 | -4 | -29 | 0 | -0.3 | -2 | 3 | 6[fluorescence artefact?]
Cc1cc(C(=O)Nc2ncn[nH]2)ccc1[N+](=O)[O-] | -9 | 2[fluorescence artefact?] | 2 | -2 | 10 | 1.5 | 3 | -8 | -10[fluorescence artefact?]
CCOc1nc(NC(=O)NS(=O)(=O)Oc2ccccc2Cl)nc(-c2ccccc2)n1 | 0 | 2[fluorescence artefact?] | -6 | -16 | 3 | 0.2 | 1 | -1 | 6
COC(=O)C(C(=O)N1CCN(C)CC1)C1CCCCCC1 (stereo not given) | -14 | -1 | -7 | 20 | 6 | -0.7 | 5 | 9 | 1
Cn1c2c(c(=O)[nH]c1=O)C(c1cccc(O)c1)C1=C(N2)c2ccccc2C1=O (stereo not given) | 11 | -1 | 14 | -11 | 8 | 50 | 29 | -23 | -24
CCn1ccnc1CN1CCc2c([nH]c3ccccc23)C1C1CCCCC1 (stereo not given) | 11 | 1 | 16 | -34 | 6 | -0.8 | 8 | 5 | -10
COc1ccc(N2CCN(C(=O)c3ccc(C)cc3Cl)CC2)cc1 | 3 | 7 | -13 | 0 | 7 | 0.2 | 8 | 3 | -1
Cc1cc(/C([O-])=C(/C(=S)Nc2ccccc2)[n+]2ccccc2)c(C)n1-c1ccccc1 | 4 | -23 | -18 | -133 | 6 | 0.0 | 7 | -34 | -10
Cc1nn(CC2CC2)c(=O)n1-c1ccc(Cl)cc1 | 5 | 3 | 5 | -18 | 12 | 2.2 | 4 | -2 | -4
Nc1ccc(Oc2ccc3nc(-c4ccccc4)c(-c4ccccc4)nc3c2)cc1 | · | -3 | -2 | -28 | 11 | 0.7 | 1 | -10 | -7
COc1ccc(NC(=O)Cn2cccc2)cc1Cl | -5 | -6 | -43 | 33 | 9 | 0.1 | -1 | 4 | -11
O=[N+]([O-])c1ccccc1Oc1ccccc1Cl | 6 | -6 | 41 | 9 | 7 | 0.5 | 4 | 0 | -9[fluorescence artefact?]

Profiles, quoted from the list:
Profile of `COc1ccc(NC(=O)Cn2cccc2)cc1Cl` → Rad51 HR inh: -5; eIF4E-4G inh: -6; EP2 modulator: -43; m-calpain inh: 33; EP2 antag: 9; L929 necroptosis: 0.1; Hck Nef HTS: -1; TbHK1 inh: 4; 14-3-3 Bad PPI: -11
Profile of `Cc1nn(CC2CC2)c(=O)n1-c1ccc(Cl)cc1` → Rad51 HR inh: 5; eIF4E-4G inh: 3; EP2 modulator: 5; m-calpain inh: -18; EP2 antag: 12; L929 necroptosis: 2.2; Hck Nef HTS: 4; TbHK1 inh: -2; 14-3-3 Bad PPI: -4
